Screening results deposited in PubChem BioAssay by MTDP.
RNase H inhibition: RNase H inhibition, HIV 1 Gag Pol polyprotein, FRET biochemical assay, screening (AID 372) | HIV-1 RT RNase H, FRET RNA/DNA substrate fluorescence; higher % means a stronger effect | inhibition, % at 10 µM; hits with a dose series show IC50 in µM | hit rate 0.77% among 100,000; in the data active means inhibition above about 50%
The depositor's hits bear a star. Only part of the results is shown; the hit share may differ from the screen's.

SMILES	RNase H inhibition
CCc1ccc(NC(=O)c2ccccc2C(F)(F)F)cc1	9%
COC(=O)c1c(N)sc(C)c1-c1ccccc1	9%
COCCOC(=O)c1ccc(NC(=O)COc2cccc(C)c2C)cc1	7%
CC1=C(C(=O)OC(C)C)C(c2ccc(Cl)cc2)C2=C(CCCC2=O)N1 (stereo not given)	8%
O=C1S/C(=C\c2ccccc2)C(=O)N1Cc1ccccc1	6%
COc1cc(O)c(C=O)c(OC)c1[N+](=O)[O-]	3%
COc1ccc(CNC23CC4CC(CC(C4)C2)C3)cc1	4%
CCCS(=O)(=O)c1c(S(=O)(=O)CCC)c2c(C)cc(C)cn2c1C(=O)c1ccc(F)cc1	3%
C=CCOC(=O)C1=C(C)NC2=C(C(=O)CC(C)(C)C2)C1c1cccc(Br)c1 (stereo not given)	5%
Cc1ccc(-c2nc3ncccc3o2)cc1NC(=O)c1ccc2ccccc2c1	16%
O=C1CC(c2ccccc2)CC2=C1C(c1cccc(Br)c1)Nc1ccccc1N2 (stereo not given)	20%
COc1cc(OC)c(/C=C2\C(=O)NC(=O)N(c3cccc(C)c3)C2=O)c(OC)c1	18%
CCOc1ccc(C(=O)Nc2ccc(S(=O)(=O)Nc3nnc(CC)s3)cc2)cc1	7%
CCOC(=O)c1cc(-c2ccc(Br)cc2)nc2ccccc12	13%
O=c1cc(-c2ccccc2)nc2cc(-c3ccccc3)[nH]n12	11%
CSc1ccc(C2Nc3ccccc3NC3=C2C(=O)CC(c2ccccc2)C3)cc1 (stereo not given)	9%
O=C(N/N=C/c1ccc(O)c(O)c1)c1cccc(Cl)c1	38%
O=C1N/C(=N/N=C/c2ccc(Cl)cc2)SC1(c1ccccc1)c1ccccc1	3%
Cc1cc(C=C2C(=O)N(C)C(=S)N(C)C2=O)c(C)n1-c1ccccc1	15%
Cc1cc(O)c(C(C)C)cc1N1C(=O)c2ccc3c4c(ccc(c24)C1=O)CC3	15%
CCc1ccccc1N(CC(=O)NCCSc1ccccn1)S(C)(=O)=O	2%
Oc1ccc(Br)cc1/C=N/Nc1cccc2cccnc12	10%
O=C(/C=C/c1ccccc1)CC(=O)C(Cl)(Cl)Cl	6%
C=CCN1C(=O)C(Cc2cc(Cl)ccc2Cl)S/C1=N/N=C/c1ccc(OC)c(OC)c1 (stereo not given)	15%
CCOC(=O)C1=C(CC)OC(N)=C(C#N)C1c1ccc(SC)cc1 (stereo not given)	0%
CC(=O)Nc1ccc(Nc2nc(-c3c(C)nc4cc(C)ccn34)cs2)cc1	3%
COC(=O)/C=C1\S/C(=N\N=C\c2ccc(N(C)C)cc2)NC1=O	19%
CC1=C(C(=O)OCc2ccc3c(c2)OCO3)C(c2ccc(N(C)C)cc2)NC(=O)N1 (stereo not given)	36%
CCP(=O)(CC)c1ccccc1CO	6%
O=C(CCCc1ccccc1)NC1C2CC3CC(C2)CC1C3 (stereo not given)	5%
C=CCN1C(=O)/C(=C\c2cn(Cc3ccccc3)c3ccccc23)C(=O)NC1=S	6%
C/C(=N/Nc1nc(Cl)c(C#N)c(Cl)c1Cl)c1ccccn1	12%
CCN(CC)S(=O)(=O)c1ccc(OC)c(OC)c1	2%
COCCN1C(=O)/C(=C2/C(=O)N(C)c3ccccc32)SC1=S	18%
N#C/C(=C(/O)CO/N=C/c1ccccc1Cl)c1nc2ccccc2[nH]1	38%
COc1cc(C=O)cc(Cl)c1OCc1ccc(C(=O)O)cc1	28%
CSc1ccc(S(=O)(=O)N(CC(=O)NCC(C)C)c2ccc(C)cc2)cc1	15%
O=C(N/N=C/c1ccccc1F)c1ccccc1	0%
O=C(Nc1cccc(O)c1)c1cc2nc(-c3ccc(Cl)cc3)cc(C(F)(F)F)n2n1	11%
COc1ccc(Cl)cc1N(CC(=O)Nc1cc(Cl)ccc1C)S(C)(=O)=O	7%
Cc1ccc(-c2noc(-c3ccc(C)cc3)n2)cc1	12%
COc1cccc(/C=C2\C(=O)NC(=O)N(c3ccc(OCc4ccccc4)cc3)C2=O)c1	12%
CC(C)COc1ccc(C(=O)Nc2cccc(NC(=O)c3ccco3)c2)cc1	5%
CCCC(C)NS(=O)(=O)c1c(C)cc(C)cc1C (stereo not given)	4%
COc1ccc(C(NC(=O)c2ccccc2)c2c(O)ccc3ccccc23)cc1 (stereo not given)	25%
Cc1ccc2ccc(S(=O)(=O)n3nc(C)cc3C)cc2c1	17%
CC(C)Cn1c(=S)[nH]c2sc3c(c2c1=O)CC(C)(C)OC3	1%
COc1cc(C(=S)N2CCOCC2)cc(OC)c1OC(=O)CCc1ccccc1	13%
C1=CC2CC1CC2CN1CCC(N2CCCCC2)CC1 (stereo not given)	0%
Cc1cccc(/C=N\NC(=O)c2ccccc2Cl)c1O	12%
CCN1C(=O)/C(=C\c2ccc(C)cc2)SC1=S	8%
O=C(c1ccccc1Br)N(Cc1ccccc1)c1cccc([N+](=O)[O-])c1	8%
COc1ccc(C)cc1N(CC(=O)O)S(C)(=O)=O	9%
COC(=O)C1=C(C)NC(=O)NC1c1ccco1 (stereo not given)	0%
C=CCOc1ccc(/C=N/NC(=O)C(=O)NC(C)c2ccccc2)cc1 (stereo not given)	3%
CCCOc1ccc(/C=C2\SC(=S)N(CCC(=O)OC)C2=O)cc1OC	12%
NC(=O)c1cc(NC(=O)c2ccc(Cl)c(Cl)c2)cc(C(N)=O)c1	4%
CC1CCOP(=O)(C(Nc2ccc(C(C)C)cc2)c2ccc([N+](=O)[O-])cc2)O1 (stereo not given)	1%
COc1cc(/C=C2/SC(=S)N(c3cccc(Cl)c3)C2=O)cc(Br)c1O	5%
Clc1ccc(Nc2nc(N/N=C\c3cccnc3)nc(N3CCOCC3)n2)cc1	0%
(more compounds)
SMILES	RNase H inhibition
CCC(=O)NC(=Nc1nc(C)c2cc(C)c(C)cc2n1)NC(=O)CC	10%
Cc1ccc2oc(-c3cc(NC(=O)c4ccc(C(C)(C)C)cc4)ccc3O)nc2c1	7%
COC(=O)c1ccccc1NC(=O)Cc1ccc(Br)cc1	29%
CCN(CC)/C(=N\OC(=O)Nc1ccc(Cl)cc1)c1ccc([N+](=O)[O-])cc1	11%
CC(C)N1CCC(=NNC(=S)Nc2ccccc2)CC1	4%
CCOC(=O)N1CCN(C(=O)/C(=C/c2ccc3c(c2)OCO3)NC(=O)c2cccs2)CC1	5%
COc1ccc(C(NC(C)=O)c2c(O)ccc3ccccc23)cc1 (stereo not given)	13%
CCCCNCCCOc1ccccc1CC	11%
Cc1ccc2nc(-c3ccc([N+](=O)[O-])cc3)nc(-c3ccc([N+](=O)[O-])cc3)c2c1	15%
CC1(C)CC(=O)C(C=Nc2ccc(I)cc2)=C(O)C1	0%
COc1cc(C)ccc1OCCOCCOc1cc(C)ccc1C	3%
COc1ccc(CCC(C)N2CCN(C)CC2)cc1 (stereo not given)	5%
Cc1ccc(/C=C(/C#N)c2nc(-c3ccc(-c4ccccc4)cc3)cs2)s1	3%
Cc1cc2nc(-c3ccc(NC(=S)NC(=O)c4oc5ccccc5c4C)cc3)oc2cc1C	14%
Cc1cccc(-n2c(/C=C3/C(=O)N(C)c4ccc(C)cc43)nc3ccccc3c2=O)c1	10%
CC(C(=O)NCCCN1CCOCC1)(c1ccccc1)c1ccccc1	4%
CCc1nn(-c2ccccc2)c2nc(-c3ccc(O)cc3)c3cc(OC)c(OC)cc3c12	45%
COc1ccc(-n2c(/C=C/N(C)C)c([N+](=O)[O-])c3ccc(O)c(COC(C)=O)c32)cc1	10%
C=CCc1cc(/C=C2\C(=O)NC(=S)N(c3cccc(Br)c3)C2=O)cc(OC)c1O	11%
O=c1c(O)c(-c2ccc(O)c(O)c2)oc2cc(O)cc(O)c12	73%*
COC(=O)c1c(NC(=O)/C=C/c2ccccc2)sc(C)c1C	19%
CN1CCN(C(=O)C(Cc2ccccc2)NC(=O)c2ccccc2NC(=O)c2ccccc2)CC1 (stereo not given)	3%
C/C(CC(=O)NC12CC3CC(CC(C3)C1)C2)=N\NC(=O)c1ccccc1I	30%
Cc1onc(-c2c(F)cccc2Cl)c1C(=O)Nc1c(C)n(C)n(-c2ccccc2)c1=O	3%
O=C(Oc1ccccc1-c1nc(-c2ccccc2)no1)c1ccccc1	18%
CC(C)NCC(O)COc1ccc(C(C)(C)C)cc1 (stereo not given)	15%
Clc1cccc(CSc2nnc(-c3ccc(Cl)cc3Cl)o2)c1	7%
CC(Nc1n[nH]c(=O)[nH]c1=O)C(=O)N/N=C/c1ccc(C(F)(F)F)cc1 (stereo not given)	2%
CC(C)(C)C(=O)Nc1ccc(-c2cc(-c3ccc(NC(=O)C(C)(C)C)cc3)nc(-c3ccc(NC(=O)C(C)(C)C)cc3)n2)cc1	39%
CC1=NN(c2cccc(Cl)c2)C(=O)/C1=C/c1ccc(C)s1	0%
C/C(CCc1ccccc1)=N/NS(C)(=O)=O	5%
CCOc1ccc(C(=O)NCc2ccccc2)cc1Br	7%
O=C1NC(=S)S/C1=C\c1ccc(-c2cc(Cl)ccc2Cl)o1	6%
O=C(Nc1ccc2[nH]c(=O)[nH]c2c1)c1ccc([N+](=O)[O-])cc1	0%
CCOC(=O)c1c(NC(=O)c2ccc(F)cc2)sc(C)c1CC	6%
CCc1cccc(C)c1NC(=O)C(C)Oc1ccccc1 (stereo not given)	15%
O=C(Nc1nc(-c2ccc(F)cc2)cs1)c1ccccc1	11%
OC(CN=Cc1ccc(Br)cc1)c1ccccc1 (stereo not given)	6%
O=C(NCCCOC(=O)c1ccccc1Br)c1ccccc1Br	11%
COc1cccc(N2C(=O)C(=O)/C(=C(\O)c3ccccc3)C2c2ccc(OC)c(OC)c2)c1 (stereo not given)	1%
COC(=O)c1ccc(NC(=O)CC2CCC2)cc1	0%
CCn1c2ccccc2c2nnc(SCC(=O)Nc3nnc(C(C)C)s3)nc21	9%
CCOc1cc(C2NC(=O)N(C)C(C)=C2C(=O)OC)ccc1O (stereo not given)	0%
COCCNC(=O)C(=O)Nc1ccccc1F	0%
O=C(NCCC1=CCCCC1)c1cc2ccccc2oc1=O	9%
CCOc1cccc(/C=C2\C(=O)NN(c3ccccc3)C2=O)c1O	15%
COC(=O)c1ccc(-n2c(C)cc(/C=C(/C#N)C(=O)Nc3ccc4ccccc4c3)c2C)cc1	0%
O=[N+]([O-])c1ccc(C2SCCN2S(=O)(=O)c2ccc3ccccc3c2)cc1 (stereo not given)	23%
O=S(=O)(O)c1cc(OS(=O)(=O)c2ccccc2)cc2ccccc12	0%
O=c1c(C=Nc2cccc(Cl)c2)c(O)n(C2CCCCC2)c(=O)n1C1CCCCC1	9%
COc1ccc(C2CC(c3ccc(F)cc3)=NN2c2ccccc2F)cc1OC (stereo not given)	0%
Oc1ccc(NC(=S)N=Nc2c(O)[nH]c3ccccc23)cc1	23%
Cc1cc(-c2ccccc2)nc(N/N=C/c2ccc([N+](=O)[O-])cc2)n1	13%
COc1ccc2nc(NC(=O)CC(C)(C)C)sc2c1	5%
CCCCCCN1C(=O)C(O)=C(C(C)=O)C1c1ccc(Br)cc1 (stereo not given)	0%
CCN(CC)CCCOc1ccc(I)cc1	9%
COc1ccc(/C=N/NC(=O)CSc2nc3ccccc3n2C)c(OC)c1	12%
Cc1c(C#N)c2ncn(Cc3ccccc3)c(=O)c2n1-c1ccccc1	14%
C=CCn1c(CCCN2C(=O)c3cccc4cccc(c34)C2=O)nnc1SC/C=C/c1ccccc1	8%
CCN(CC)c1ccc(NC(=O)/C=C/c2ccc(OC)c(Br)c2)cc1	30%

Reprinted from the part before: 2 compounds, then new ones.
SMILES	RNase H inhibition
C=CCn1c(CCCN2C(=O)c3cccc4cccc(c34)C2=O)nnc1SC/C=C/c1ccccc1	8%
CCN(CC)c1ccc(NC(=O)/C=C/c2ccc(OC)c(Br)c2)cc1	30%
O=C(Nc1nnc(Cc2ccc(Cl)c(Cl)c2)s1)Nc1ccccc1F	0%
Cc1ccc(OCCN2CCOCC2)cc1C	7%
N#C/C(=C\c1cc2c(cc1Br)OCO2)c1nn(CCO)c(N)c1C#N	13%
COc1ccc(Cl)cc1NC(=O)c1cccs1	4%
Cc1c(C(=O)Nc2ccccc2-c2ccccc2)cccc1[N+](=O)[O-]	0%
Cc1ccc(-c2csc(N)n2)c(C)c1	12%
O=c1oc2ccc(O)c(-c3ccccc3Cl)c2s1	2%

Compounds from the list above that have bromine (14):
SMILES	RNase H inhibition
C=CCOC(=O)C1=C(C)NC2=C(C(=O)CC(C)(C)C2)C1c1cccc(Br)c1 (stereo not given)	5%
O=C1CC(c2ccccc2)CC2=C1C(c1cccc(Br)c1)Nc1ccccc1N2 (stereo not given)	20%
CCOC(=O)c1cc(-c2ccc(Br)cc2)nc2ccccc12	13%
Oc1ccc(Br)cc1/C=N/Nc1cccc2cccnc12	10%
O=C(c1ccccc1Br)N(Cc1ccccc1)c1cccc([N+](=O)[O-])c1	8%
COc1cc(/C=C2/SC(=S)N(c3cccc(Cl)c3)C2=O)cc(Br)c1O	5%
COC(=O)c1ccccc1NC(=O)Cc1ccc(Br)cc1	29%
C=CCc1cc(/C=C2\C(=O)NC(=S)N(c3cccc(Br)c3)C2=O)cc(OC)c1O	11%
CCOc1ccc(C(=O)NCc2ccccc2)cc1Br	7%
OC(CN=Cc1ccc(Br)cc1)c1ccccc1 (stereo not given)	6%
O=C(NCCCOC(=O)c1ccccc1Br)c1ccccc1Br	11%
CCCCCCN1C(=O)C(O)=C(C(C)=O)C1c1ccc(Br)cc1 (stereo not given)	0%
CCN(CC)c1ccc(NC(=O)/C=C/c2ccc(OC)c(Br)c2)cc1	30%
N#C/C(=C\c1cc2c(cc1Br)OCO2)c1nn(CCO)c(N)c1C#N	13%
